GC-A act – GC-A stimulated cGMP production enhancers – HEK293 GC-A cells, cGMP TR-FRET, EC30 ANP, primary screen; Atrial natriuretic peptide receptor 1 (Homo sapiens), P16066; 0% at EC30 ANP, 100% saturating ANP; activation, % at 10 µM; 0.14% of 370,000 active; AID 1671463, 2021; in the data active = activation above about 40%
hcDAF12 agonist – H. contortus DAF-12 nuclear receptor activators, primary screen, cell-based, luminescence, HEK293, lit1-tk-luc reporter | HEK293 hcDAF-12 lit1-tk-luc reporter; 0% DMSO, 100% Δ7-dafachronic acid | activation, % at 6.8 µM | 1.4% of 370,000 active | AID 652067, 2013;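 active = activation above the mean of all tested compounds plus 3 SD, cut at about 5.5% in these data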;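 note: 100% = response to 3 µM Δ7-dafachronic acid high control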
DAX1 inh-1 – DAX1 (NR0B1) inhibitors on StAR promoter, primary screen, cell-based, luminescence, SF-1 (NR5A1), full-length DAX-1. inhibition, % at 6.8 µM. HEK293T StAR-luciferase reporter, SF-1/DAX-1 repression relief. 1.1% of 370,000 active. AID 652010, 2013;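 active = inhibition above the mean over all tested compounds plus 3 SD, cut at about 3.6% in these data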;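 note: 0% = DAX-1 cells with DMSO and 100% = cells lacking DAX-1 with DMSO; higher inhibition means more luminescence from relief of DAX-1 repression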
HGIII-sPLA2 inh – human group III sPLA2 inhibitors, primary screen, biochemical, QFRET, BODIPY PC-A2 liposome substrate | Group 3 secretory phospholipase A2 (Homo sapiens), Q9NZ20 | QFRET BODIPY PC-A2 liposome hydrolysis, fluorescence | inhibition, % at 12.2 µM | 0.56% of 370,000 active;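 active = inhibition above mean plus 3 SD of compounds lying within the high and low control bounds, cut at about 19% in these data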;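 note: 0% = median of test compound wells and 100% = no enzyme DMSO wells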
Target sequence (Q9NZ20 whole entry, looked up): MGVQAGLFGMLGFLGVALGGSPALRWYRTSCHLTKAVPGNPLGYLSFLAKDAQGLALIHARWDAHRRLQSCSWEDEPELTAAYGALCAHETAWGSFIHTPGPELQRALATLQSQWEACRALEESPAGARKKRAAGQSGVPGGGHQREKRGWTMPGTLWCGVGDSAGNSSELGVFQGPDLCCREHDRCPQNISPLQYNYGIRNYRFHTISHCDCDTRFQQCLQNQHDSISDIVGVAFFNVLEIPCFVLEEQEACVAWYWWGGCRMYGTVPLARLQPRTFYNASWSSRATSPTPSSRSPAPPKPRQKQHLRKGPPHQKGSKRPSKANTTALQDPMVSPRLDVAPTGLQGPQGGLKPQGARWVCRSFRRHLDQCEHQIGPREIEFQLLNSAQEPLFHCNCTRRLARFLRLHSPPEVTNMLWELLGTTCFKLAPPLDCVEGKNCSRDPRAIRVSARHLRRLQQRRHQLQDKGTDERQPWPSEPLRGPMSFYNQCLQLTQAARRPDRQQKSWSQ
DAX1 inh-2 – DAX1 (NR0B1) inhibitors, primary screen, cell-based, HEK293, Gal4-DAX1, luciferase luminescence; Nuclear receptor subfamily 0 group B member 1 (Homo sapiens), P51843; HEK293 Gal4-DAX1 luciferase reporter; inhibition, % at 6.75 µM; 0.99% of 340,000 active; AID 504766, 2011;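 active = inhibition above the mean over all tested compounds plus 3 SD, cut at about 4.2% in these data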;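 note: 0% = DAX1-transfected cells with DMSO and 100% = empty-vector control cells with DMSO; inhibition shows as a rise in luminescence from relieved DAX1 repression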
Target sequence (P51843 207-470 limits assumed): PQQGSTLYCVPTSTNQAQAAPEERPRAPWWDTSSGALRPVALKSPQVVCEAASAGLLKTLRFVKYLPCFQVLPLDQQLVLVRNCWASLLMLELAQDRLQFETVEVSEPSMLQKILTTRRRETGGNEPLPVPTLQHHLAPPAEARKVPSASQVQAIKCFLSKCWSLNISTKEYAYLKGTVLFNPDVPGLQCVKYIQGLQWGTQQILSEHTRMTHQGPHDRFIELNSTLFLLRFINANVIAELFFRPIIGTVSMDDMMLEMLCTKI
NPR2 activator – human GC-B receptor activators, primary screen, HEK293 GC-B cells, cGMP TR-FRET, EC30 CNP; Atrial natriuretic peptide receptor 2 (Homo sapiens), P20594; 0% at EC30 CNP, 100% saturating CNP; activation, % at 10 µM; 0.11% of 370,000 active; AID 1920062, 2024;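 active = activation at 10 µM reaching about 35% in either raw or pattern-adjusted values, limit read from the data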
ssDAF12 agonist – S. stercoralis DAF-12 nuclear receptor activators, primary screen, cell-based, luminescence, HEK293, GRIP1 co-expression, lit1-tk-luc; HEK293 ssDAF-12/GRIP1 lit1-tk-luc reporter; % of 3 µM dafachronic acid response; activation, % at 6.8 µM; Nuclear hormone receptor DAF-12 (Strongyloides stercoralis); 1% of 370,000 active;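 active = activation above the mean over all tested compounds plus 3 SD, cut at about 0.9% in these data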;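 note: 0% = DMSO-only wells and 100% = 3 µM delta7-dafachronic acid wells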
FXN GAA850 act – FXN promoter activators, primary screen, cell-based, luciferase luminescence, HEK293 lucGAA850; HEK293 lucGAA850 FXN promoter luciferase reporter, 24 h; percent of 10 µM SAHA response; activation, % at 6 µM; 0.56% of 360,000 active;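 active = activation above the average of all compounds screened plus 3 SD, cutoff fixed separately per campaign, cut at about 7.5% in these data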;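 note: 0% = DMSO wells and 100% = 10 µM SAHA wells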
hgDAF-12 ag – H. glycines DAF-12 receptor agonists, primary screen, cell-based, luminescence, HEK293, GAL4 fusion, UAS-luciferase; Nuclear hormone receptor DAF-12 (Heterodera glycines), GAL4 fusion; HEK293 GAL4-hgDAF12 UAS-luciferase reporter, agonist luminescence; normalized to butyrate control; activation, % at 6.8 µM; 1.8% of 370,000 active; AID 687014, 2013;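 active = activation above a cutoff set at the mean of all screened compounds plus 3 SD, cut at about 10% in these data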;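 note: 0% = DMSO wells and 100% = sodium butyrate wells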
ADAM10 inh – human ADAM10 inhibitors, primary screen, biochemical, QFRET, HTS; 0.62% of 370,000 active; inhibition, % at 7 µM; Disintegrin and metalloproteinase domain-containing protein 10 (Homo sapiens), O14672; recombinant ADAM10, EDANS/DABCYL FRET peptide cleavage, 3 h;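 active = inhibition above a per-campaign cutoff equal to the mean of compounds falling between control-based bounds plus 3 SD, cut at about 20% in these data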;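 note: 0% = DMSO wells while the 100% control is not disclosed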
SMARCA2 activ – SMARCA2 (BRM) function activators, primary screen, cell-based, luminescence, high throughput; MG213 cells, MMTV-luciferase reporter, dexamethasone, overnight; activation, % at 9.1 µM; 1% of 370,000 active; in the data active = activation above about 7.8%;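 note: 0% = vehicle wells and 100% = reference activator wells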
The depositor's hits bear a star; i = inactive; . = not tested or not shown; & = joins results of further samples; ! = not active in a repeat. Rows were taken by chance; 6.6% or so of the library scored in one or more.

Sequence of screens: GC-A act	hcDAF12 agonist	DAX1 inh-1	HGIII-sPLA2 inh	DAX1 inh-2	NPR2 activator	ssDAF12 agonist	FXN GAA850 act	hgDAF-12 ag	ADAM10 inh	SMARCA2 activ
- Cc1cc(O)c(C(C)C)cc1NC(=O)Nc1cccc2ccccc12
 : -2	-1.6	0.2	0	-1.8	-2	-1.2	-1.7	-1.7	-34	-1
- CCn1c(SCc2nc3sc(C(=O)O)c(C)c3c(=O)[nH]2)nc2ccccc21
 : 2	-1.5	-0.1	-6	1.0	2	-1.2	0.0	-1.4	-10	-1
- Cc1cc(OCC(=O)NC(C)c2ccccc2)ccc1[N+](=O)[O-] (stereo unspecified)
 : 3	-0.8	-0.5	-3	-0.8	4	-1.5	1.0	-1.2	-3	-2
- CCc1cccc(-n2c(SCC(=O)c3c(N)n(C4CC4)c(=O)[nH]c3=O)nnc2N2CCOCC2)c1
 : -1	-0.9	-1.2	-4	0.6	0	-0.9	-1.2	0.7	7	5
- COc1cccc2c1OC1(C)CC2NC(=O)N1c1cccc(C(=O)N2CCN(c3ccccc3)CC2)c1 (stereo unspecified)
 : 4	0.6	-1.0	5	2.0	-4	-1.0	1.3	-0.9	-13	-4
- COc1ccc(CC(=O)c2ccc(O)cc2O)cc1
 : 3	1.2	3.2	-15	5.8*	1	0.0	2.5	7.4	-7	5
- COc1ccccc1N1CCN(C(=O)c2ccc3nc[nH]c3c2)CC1
 : -1	-0.9	0.6	2	-0.1	5	-2.2	-0.3	-3.1	-4	3
- COC(=O)c1ccccc1N=NNc1ccc([N+](=O)[O-])cc1
 : 1	-1.1	1.3	0	2.0	1	-1.1	2.1	-1.4	-1	3
- C=CCS/C(N)=N\N=C\c1cc(Br)cc([N+](=O)[O-])c1O
 : 1	0.4	0.8	38*	-0.1	3	-1.2	3.4	0.9	3	0
- CCN1CCN(c2ccc(S(=O)(=O)N3CCOCC3)cc2NC(=O)c2ccc(C)cc2C)CC1
 : -1	-0.1	3.9*	3	0.9	2	-0.8	1.2	-0.2	-8	1
- Cc1ccc(OCCN2CCN(C(=O)CCC(=O)Nc3nnc(C(C)C)s3)CC2)cc1
 : 2	-3.9	-2.0	-6	-3.7	1	-2.3	-3.8	-4.0	-5	-5
- CCOc1ccccc1C1CC(c2cccc(NS(C)(=O)=O)c2)=NN1C(=O)c1ccccc1 (stereo unspecified)
 : -15	-1.1	0.7	-31	-1.2	-3	-1.4	-5.4	2.1	17	-3
- CN(c1ccc(OCC(=O)OCC(=O)Nc2c(F)c(F)c(F)c(F)c2F)cc1)S(=O)(=O)c1ccc(F)cc1
 : 1	-0.5	0.2	-16	0.1	5	-0.9	0.8	-1.4	3	-3
- COC(=O)c1c(C)[nH]c(C(=O)C(C)OC(=O)C2=NNC(=O)CC2)c1C (stereo unspecified)
 : 2	-0.9	-0.2	-1	-0.9	-6	-1.6	-0.4	1.2	3	2
- COc1ccc(NC(=O)CN2C(=O)NC(C)(C3CC3)C2=O)cc1S(=O)(=O)N1CCCCC1 (stereo unspecified)
 : 0	-1.1	0.5	9	-0.1	0	-1.0	2.9	1.5	-4	-4

Continuation.
Sequence of screens: GC-A act	hcDAF12 agonist	DAX1 inh-1	HGIII-sPLA2 inh	DAX1 inh-2	NPR2 activator	ssDAF12 agonist	FXN GAA850 act	hgDAF-12 ag	ADAM10 inh	SMARCA2 activ
- CCCCc1c(-c2ccccc2OC)ncn1CCc1ccc(OC)cc1
 : -24	-3.1	-0.7	-21	.	-15	-1.6	.	-2.4	0	-7
- O=C(NC1CCCCC1)C(c1ccc(O)c(O)c1)N(C(=O)Cn1nnc2ccccc21)c1cccc(O)c1 (stereo unspecified)
 : -1	0.8	-0.4	-41	1.3	1	0.1	-0.3	-2.2	7	1
- Cc1cc(Cl)ccc1Oc1ccccc1C(=O)CC#N
 : 2	-1.4	-0.2	-1	-0.5	7	-0.9	-1.7	-1.0	8	-2
- COc1ccccc1C1=NOC(CN2C(=O)c3ccccc3S2(=O)=O)C1 (stereo unspecified)
 : -3	2.2	2.7	-5	4.0	1	-0.8	6.6	9.8	7	15*
- c1ccc2c(C3=NNC(=NC4CC4)SC3)c[nH]c2c1
 : 1	14*	7.0*	3	0.1	4	2.1*	2.0	20*	-8	4
- CS(=O)(=O)n1nc(-c2cccnc2)nc1NCc1ccccc1
 : .	-0.9	-0.2	6	4.0	.	-0.7	3.3	-0.5	-10	-1
- Cc1cc(=O)c(C(=O)O)c(C)n1-c1ccccc1
 : -2	-0.6	-0.2	0	-0.4	4	-0.8	1.6	1.0	-45	2
- CNc1ncnc2c1ncn2[C@H]1CN(Cc2ccncc2)C[C@@H](CO)O1
 : 5	-1.6	-1.0	0	.	3	-1.7	-1.3	1.9	-6	-3
- COc1ccccc1NS(=O)(=O)c1cc(NC(=O)Nc2cccc(C)c2)ccc1N1CCCCC1
 : 3	-1.6	0.0	-9	-2.1	1	-1.8	-0.4	-1.1	12	4
- OC1c2c(F)cccc2N=C2CCCCCN21 (stereo unspecified)
 : 3	0.9	0.1	5	.	3	-0.7	1.4	-0.9	i	-3
- CC(C(=O)N1CCOCC1)N1C(=O)c2ccccc2C1=O (stereo unspecified)
 : 4	-2.5	0.8	0	0.5	1	-1.0	-0.1	-3.0	6	-2
- CN1CCN(c2ccc(S(=O)(=O)N3CCCCC3)cc2NC(=O)COc2ccc(F)cc2)CC1
 : 5	-0.9	-0.8	-6	-0.7	8	0.3	1.4	0.1	1	-2
- CCN1C(=O)CSc2ccc(C(=O)NCc3ccco3)cc21
 : -3	-1.6	-0.4	11	0.1	-6	-1.5	4.1	-1.7	1	-3
- CC1CC(C)CN(C(=O)C2CCN(c3cncnc3)CC2)C1 (stereo unspecified)
 : 1	1.0	-0.1	-1	.	6	-1.0	.	-0.4	-8	-5
- [O-]/C(=C(\C(=S)NCCN1CCOCC1)[n+]1ccccc1)c1ccc(Cl)s1
 : 6	-0.7	0.3	9	2.1	3	-1.1	2.8	-2.8	0	-2

Full records as entered above. Order of values: GC-A act | hcDAF12 agonist | DAX1 inh-1 | HGIII-sPLA2 inh | DAX1 inh-2 | NPR2 activator | ssDAF12 agonist | FXN GAA850 act | hgDAF-12 ag | ADAM10 inh | SMARCA2 activ
Results for OC1c2c(F)cccc2N=C2CCCCCN21 (stereo unspecified) : 3 | 0.9 | 0.1 | 5 | . | 3 | -0.7 | 1.4 | -0.9 | i | -3
Results for CC(C(=O)N1CCOCC1)N1C(=O)c2ccccc2C1=O (stereo unspecified) : 4 | -2.5 | 0.8 | 0 | 0.5 | 1 | -1.0 | -0.1 | -3.0 | 6 | -2

(cont.)
Sequence of screens: GC-A act	hcDAF12 agonist	DAX1 inh-1	HGIII-sPLA2 inh	DAX1 inh-2	NPR2 activator	ssDAF12 agonist	FXN GAA850 act	hgDAF-12 ag	ADAM10 inh	SMARCA2 activ
- Cc1ccc(NC2=CC(=O)CC(c3ccc(Cl)cc3)C2)cc1 (stereo unspecified)
 : 0	-1.2	0.1	0	-0.9	-6	-0.3	1.0	0.5	-20	-1
- CCOc1ccc(N(CC(=O)N/N=C/c2cc(Br)c(C)o2)S(C)(=O)=O)cc1
 : 1	-0.5	-0.2	-8	-0.7	0	-0.9	0.7	1.6	-1	-3
- CC(C)CCN1C(Nc2ccccc2)=NC[C@@H]1CC(C)C
 : -6	6.3*	-0.5	-3	0.7	-11	-0.4	-0.1	0.7	0	1
- O=S(=O)(Nc1ccc(Br)cc1)c1cccc2cccnc12
 : -24	-2.7	-0.1	-16	-0.7	-17	-1.5	1.1	-2.9	3	-2
- Cc1ccc(NC(=O)c2cc(-c3cc(F)ccc3OCC3CCCO3)n[nH]2)cc1NS(C)(=O)=O (stereo unspecified)
 : 4	-2.2	-2.3	-23	.	8	-1.7	-2.6	-4.2	4	-5
- O=C(CN1CCN(c2ccc(F)cc2)CC1)N1CCOCC1
 : 1	-0.9	-0.2	6	0.0	-3	-0.9	-1.5	1.5	-7	0
- S=c1[nH]nc(C2(c3ccccc3)CCCC2)o1
 : 5	-2.0	0.2	12	-0.2	0	-1.0	-0.9	-1.6	-2	-1
- COc1cc(OC)c(C2=NOC(C(=O)N3CCCc4ccccc43)C2)cc1Cl (stereo unspecified)
 : -3	-0.2	-0.3	0	-0.2	-6	-1.7	2.5	-0.5	-3	4
- CC1=C(C(=O)OC2CCCCCC2)C(c2ccc(C)o2)C2=C(CCCC2=O)N1 (stereo unspecified)
 : -23	-5.0	-1.6	-10	-2.5	-14	-2.0	3.2	-1.6	-12	1
- CCCOc1ccccc1/C=N/Nc1ccnc(=O)[nH]1
 : -14	3.0	1.4	12	0.2	-8	-0.6	5.6	6.3	-18	-2
- COc1cc(NC(=O)C/C(C)=N/NC(=O)C(OC)c2ccccc2)c(OC)cc1Cl (stereo unspecified)
 : -3	0.6	-0.1	-17	0.4	2	-0.8	-0.3	1.9	5	1
- CSc1ccc(Cl)c(C(=O)OCC(=O)NCc2ccco2)c1
 : -6	-0.3	-0.3	-3	-0.9	8	-1.4	1.2	0.3	-22	2
- CCN1CCN(Cc2ccc(NC(=O)c3cc(NC(=O)c4cnnc5ccccc45)cc(OC)c3)cc2C(F)(F)F)CC1
 : -3&-1	0.6&-0.7	0.5&0.4	-23&-27	0.1&-0.5	-3&3	-0.7&-0.6	-0.7&-1.2	1.2&-0.4	10&-4	14*!
- O=C(c1ccccc1NS(=O)(=O)c1ccccc1[N+](=O)[O-])N1CCCC1
 : 1	-1.8	0.1	10	0.9	3	-1.2	-1.0	-2.0	-18	-2
